Assay outcomes: PubChem BioAssay, several laboratories
CAL PDZ FP-1 = untagged CAL PDZ binding inhibitors, primary screen, biochemical, fluorescence polarization, HTS; inhibition, % at 24.9 µM; AID 602252, 2012; hit rate 0.92% among 300,000; purified CAL PDZ, TMR-peptide fluorescence polarization, 1 h; Golgi-associated PDZ and coiled-coil motif-containing protein (Homo sapiens), Q9HD26;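 active = mean inhibition of at least 30% with at least half of replicates also reaching 30%; inconclusive = no clear call, values can overlap the other calls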;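 also: 0% = DMSO neutral control and 100% = excess unlabeled competitor peptide PRC23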
DAGLB inhibitor = DAGLB lipase inhibitors, primary screen, biochemical, fluorescence, HTS | Diacylglycerol lipase-beta (Homo sapiens), Q8NCG7 | HEK293T DAGLB membrane lysate, EnzChek fluorogenic substrate | inhibition, % at 5.17 µM | hit rate 0.059% among 340,000 | AID 504411, 2011; in the data active = inhibition above about 34%;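 also: 0% = enzyme with vehicle and 100% = wells lacking enzyme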
PKA-R2B act = activators of PKA-R2B holoenzyme, primary screen, biochemical, fluorescence polarization, Cy5-IP20, human; cAMP-dependent protein kinase catalytic subunit beta (Homo sapiens) + cAMP-dependent …; activation, % at 11.4 µM; PKA-R2B holoenzyme dissociation; R2B truncated from residue 108, S112A mutant; 0% DMSO only, 100% 113 µM cGMP; hit rate 0.079% among 340,000;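 active = activation above a cutoff set at the mean over all compounds plus 3 SD, cut at about 18% in these data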;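 also: higher means more holoenzyme dissociation and a rise in polarization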
Target sequence (P31323 whole entry, looked up, other chains not shown, the tested form may be a part): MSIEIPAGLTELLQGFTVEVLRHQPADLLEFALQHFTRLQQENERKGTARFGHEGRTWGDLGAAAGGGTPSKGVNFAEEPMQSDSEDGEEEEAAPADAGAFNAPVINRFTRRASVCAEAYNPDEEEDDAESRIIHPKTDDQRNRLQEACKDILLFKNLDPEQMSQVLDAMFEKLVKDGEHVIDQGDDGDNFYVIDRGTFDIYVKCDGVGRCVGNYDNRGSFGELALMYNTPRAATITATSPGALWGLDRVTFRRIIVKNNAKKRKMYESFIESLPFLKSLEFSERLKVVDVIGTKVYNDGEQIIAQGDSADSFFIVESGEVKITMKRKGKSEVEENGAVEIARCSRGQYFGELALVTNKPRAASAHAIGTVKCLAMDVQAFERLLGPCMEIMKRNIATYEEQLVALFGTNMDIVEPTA
Rtt109 Vps75 = inhibitors of C. albicans Rtt109/Vps75 HAT, primary screen, biochemical, ThioGlo CoA-SH fluorescence, plate reader; purified Rtt109/Vps75, 4 h; inhibition, % at 34.9 µM; hit rate 0.16% among 330,000; Histone acetyltransferase RTT109 (Candida albicans (strain SC5314 / ATCC MYA-2876)), …; AID 540336, 2011;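 active = inhibition of at least 50% in every replicate; inconclusive = best replicate reaches 50% inhibition but some replicates fall short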
Target sequence (Q5AAJ8 whole entry, looked up): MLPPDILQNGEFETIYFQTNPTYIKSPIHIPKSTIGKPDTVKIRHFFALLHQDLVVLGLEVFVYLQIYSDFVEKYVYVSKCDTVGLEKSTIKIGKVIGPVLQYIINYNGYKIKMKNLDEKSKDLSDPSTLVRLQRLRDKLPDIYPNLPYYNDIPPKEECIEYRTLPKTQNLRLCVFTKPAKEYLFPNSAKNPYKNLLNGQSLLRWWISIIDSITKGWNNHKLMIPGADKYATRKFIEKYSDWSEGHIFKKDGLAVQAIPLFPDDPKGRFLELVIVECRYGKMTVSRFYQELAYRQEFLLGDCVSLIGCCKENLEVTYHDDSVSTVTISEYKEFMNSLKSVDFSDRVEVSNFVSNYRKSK
SR-BI uptake up = activators of SR-BI mediated DiI-HDL uptake, primary screen, ldlA[mSR-BI] CHO cells, DiI fluorescence; 3 h; 100 = double the neutral-control signal; activation, % at 12.5 µM; hit rate 0.096% among 320,000; AID 504775, 2011;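 active = mean replicate activation of at least 60% and every replicate at or above 60%; inconclusive = mean or all-replicate condition met, but not both; inactive = mean below 60% and not all replicates reaching 60%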;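 also: 0% = median plate neutral-control signal and 100% = twice that signal; values of inactives mirror those of a sister screen read the other way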
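Test system: SR-BI-overexpressing, LDLR-lacking CHO cells. Measured by: DiI fluorescence, bottom read. Medium: Ham's F12 with 0.5% BSA, HEPES 25 mM, pH 7.4. Timing: 3 h uptake period with compound, 37 °C.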
cardiac RTF act = cardiac RTF calcium sensitivity activators, primary screen, biochemical, IANBD-TnC fluorescence, EC20 calcium; IANBD-labeled TnC RTF fluorescence at EC20 calcium; 0% EC20 calcium, 100% full calcium; activation, % at 7.2 µM; hit rate 0.24% among 340,000;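 active = activation above the mean over all tested compounds plus 3 SD, cut at about 30% in these data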;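 also: rise in fluorescence read as greater calcium sensitivity of cardiac thin filaments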
Cardiac RTF inh = cardiac RTF calcium sensitivity inhibitors, primary screen, biochemical, IANBD-TnC fluorescence, EC70 calcium; hit rate 0.12% among 340,000; IANBD-labeled cardiac RTF, Ca2+ fluorescence; inhibition, % at 7.15 µM;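 active = inhibition above the mean inhibition of all tested compounds plus 3 SD, cut at about 17% in these data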;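 also: assay run at fixed EC70 calcium of 1.6 mM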
CAL PDZ FP-2 = CAL PDZ peptide-binding inhibitors, primary screen, biochemical, fluorescence polarization, Cer-tagged CAL PDZ, HTS; Golgi-associated PDZ and coiled-coil motif-containing protein (Homo sapiens), Q9HD26; purified CAL PDZ, TMR-peptide fluorescence polarization, 1 h; inhibition, % at 20 µM; hit rate 0.02% among 330,000; AID 504414, 2011;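 active = highest replicate inhibition of at least 40%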;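 also: plate controls were DMSO neutral control wells for no effect and unlabeled competitor peptide control wells for full effect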
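Material: tagged CAL PDZ protein CerCALP, purified; buffer or medium: sodium phosphate/NaCl buffer pH 7.4 with TCEP, IgG, Thesit; also added: fluorescent TMR peptide probe; schedule: 1 h incubation at room temperature before polarization reading; technique: fluorescence polarization from S- and P-plane intensities, G-factor corrected; control set: unlabelled peptide and DMSO controls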
Keap1-Nrf2 PPI = Keap1-Nrf2 protein-protein interaction inhibitors, primary screen, biochemical, fluorescence polarization, single point. Keap1 Kelch-Nrf2 peptide fluorescence polarization, 1536-well. inhibition, % at 9.4 µM. hit rate 0.15% among 340,000; in the data active = inhibition above about 12%; inconclusive = no clear call, values can overlap the other calls; inactive = below about 7.3%;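 also: human Keap1 Kelch domain with fluorescein labeled Nrf2 9mer peptide probe; 0% = neutral control wells and 100% = peptide positive control; higher means more block of Keap1 binding to Nrf2 peptide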
LANA DNA inh = inhibitors of KSHV C-LANA binding to DNA, primary screen, biochemical, fluorescence polarization, FAM-LBS DNA, MBP-C-LANA, single point; Kaposi's sarcoma herpesvirus LANA C-terminal domain (residues 932-1162) DNA binding; inhibition, % at 9 µM; hit rate 0.078% among 340,000;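 active = highest replicate inhibition at or above 60% at 9 µM, even if other replicates fall short; inactive = all replicates below 60% inhibition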;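 also: 0% = neutral control wells and 100% = 4 µM acridine orange control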
Starred values were filed as active, the others as inactive; ? = inconclusive; nt = not tested or not shown.

Each structure is followed by: CAL PDZ FP-1	DAGLB inhibitor	PKA-R2B act	Rtt109 Vps75	SR-BI uptake up	cardiac RTF act	Cardiac RTF inh	CAL PDZ FP-2	Keap1-Nrf2 PPI	LANA DNA inh
> Nc1ccc(Br)cc1C(=O)c1ccccc1
    -2	-3	-5	3	-21	2	-7	-2.7	1	-0.6
> CC(=O)C1C(N2CC2)CC2C3CC=C4CC(O)CCC4(C)C3CCC21C (stereo not drawn)
    nt	2	-5	-8	7	-5	1	-3.1	-2	-0.7
> CCC(=O)Nc1cc(C(=O)N2CCC3(CC2)OCCO3)ccc1S(=O)(=O)c1ccc(C)cc1
    -2	1	-1	0	11	3	5	-0.3	-1	0.5
> O=C(CCc1nnc2ccc(NCc3ccccc3Cl)nn12)N1CCC2(CC1)OCCO2
    -4	-3	5	10	-17	0	0	-4.7	-3	-0.5
> CC(C)CCNC(=O)c1cc(C(=O)c2cc(Br)ccc2O)cn(CCC(C)C)c1=O
    -1	-1	8	-11	-57	-1	-3	0.0	1	2.1
> CN(C)C(=O)Oc1ccc2c(c1)O/C(=C\c1cccc(Cl)c1)C2=O
    -1	-11	-15	nt	-2	-2	-9	-0.7	1	-3.6
> CC(C)(C)C(=O)O[C@H]1CC[C@@]2(C)C(=CC(=O)C3C2CC[C@]2(C)C(=O)[C@@H](F)CC32)C1 (stereo partly drawn)
    -6	-10	-2	-14	-3	-5	2	-0.5	3	1.8
> O=C(COC(=O)c1cccc(O)c1)Nc1ccc(Cl)cc1C(=O)c1ccccc1
    -2	-7	-4	1	8	-5	-9	-2.9	1	1.6
> O=c1[nH]c(=S)n(CCC2=CCCCC2)c(O)c1/C=N/Nc1ccccc1
    -4	16	-5	28	nt	-3	-6	-3.1	-1	-0.7
> O=[N+]([O-])c1ccc(NC2CCN(Cc3ccccc3)CC2)c2ccncc12
    19	3	-7	-9	18	-1	3	-0.5	-5	-1.2
> COC(=O)CC1(Cc2ccccc2)C(=O)NC(=O)NC1=O
    1	1	10	-2	11	8	-10	-1.8	-1	-2.9
> CCC(=NCc1ccco1)c1c(O)n(-c2ccc(OC)cc2)c(=O)[nH]c1=O
    -4	2	-1	13	8	8	-9	-1.7	-3	-0.1
> CCOc1ccc(NC(=O)C2C3c4ccccc4C(c4ccccc43)C2C(=O)O)cc1 (stereo not drawn)
    -5	6	-1	1	7	11	7	-0.2	-3	-0.3
> CC(=O)OC12COC1CC(O)C1(C)C(=O)C(O)C3=C(C)C(O)CC(O)(C(OC(=O)c4ccccc4)C21)C3(C)C (stereo not drawn)
    -1	-5	0	13	-1	-8	-13	-0.8	2	-1.3
> COCOC1CCC2C3CCC4=CC(=O)CCC4=C3C=CC12C (stereo not drawn)
    25	0	7	-3	-1	1	-6	-0.7	0	4.6
> CCCC12CN3CCN(C1)CC(CCC)(C3)C2=O
    -2	1	-7	4	21	13	-6	-2.7	-1	-0.9
> C=CCn1c(O)c(N=Nc2c(C)n(C)n(-c3ccccc3)c2=O)c(=O)[nH]c1=S
    -2	-2	-8	7	-12	-1	-6	-3.1	-5	-0.7
> CCN(CC)CCCOC(=O)C(OC)(c1ccccc1)c1ccccc1
    0	-1	-5	-3	-11	6	-6	-1.8	-5	-1.9
> CCCCCn1cc(C(=O)C(=O)N2CCOCC2)c2ccccc21
    -6	-1	-10	-19	-6	1	0	-1.4	0	-1.7
> CCOc1nc(NC(C)C)nc(N2CC3CC(C2)c2cccc(=O)n2C3)n1 (stereo not drawn)
    2	0	4	-9	16	7	1	-1.1	-3	-1.4
> COc1ccc(-n2c(Cc3ccccc3)nc3ccccc3c2=O)cc1
    -5	-4	12	6	3	3	-16	-2.4	2	0.0
> CCC(C)n1c(O)c(/C=N/NC(=O)c2ccncc2)c(=O)[nH]c1=S (stereo not drawn)
    nt	6	-9	-2	-39	-1	10	-0.9	-1	-1.3
> O=S(=O)(c1ccc(Cl)cc1)N1CN2CCN(C2)C1
    0	-1	2	-1	?	8	-32	-2.4	-4	0.4
> Fc1ccccc1CCNCc1cccc(Cl)c1Cl
    0	-3	-1	2	23	8	-4	-0.7	-4	0.7
> CC(Cc1ccccc1Sc1ccccc1O)N(C)C (stereo not drawn)
    -3	3	0	31	nt	-12	9	-1.1	-3	-2.0
> Cc1nc2ccccc2c(=O)n1-c1cc([N+](=O)[O-])cc([N+](=O)[O-])c1
    -6	0	2	-3	-31	0	-2	0.7	5	1.6
> C#CCN1C(=O)C2(C(C#N)=C(N)OC(C)=C2C(=O)OCc2ccccc2)c2ccccc21 (stereo not drawn)
    -3	-2	-1	-1	-4	-2	7	-1.0	-1	-0.4
> Cc1ccc(/C=C2/Sc3ccc(C(=O)N4CCC5(CC4)OCCO5)cc3NC2=O)cc1
    -1	2	-5	8	-2	19	-26	-1.8	0	12
> O=C1NC(=O)C2(Cc3ccccc3N3CCCC32)C(=O)N1c1cccc(Cl)c1 (stereo not drawn)
    1	4	-7	-3	3	4	-3	-1.0	-3	2.0
> COc1ccc(-n2c(CNCCc3ccc(C)cc3)nc3ccccc3c2=O)cc1
    nt	-4	-6	3	22	1	-3	-0.8	36*	18
> CSc1ncc(/C=C2/C(=O)NC(=O)N(c3ccc(C(C)C)cc3)C2=O)cn1
    1	6	-28	-1	21	14	-13	-1.0	-4	-2.8
> O=C(COc1ccccc1)N1CCN(CC2CC=CCC2)CC1 (stereo not drawn)
    -14	1	-8	-7	nt	7	-5	-0.5	5	0.7
> CN1CC(C(=O)c2cccs2)C(c2ccc(Cl)cc2)C1 (stereo not drawn)
    1	-3	-14	-7	28	5	-7	-1.2	-4	2.1
> COc1ccc(-n2c(-c3ccc(C)cc3)nc3ccccc3c2=O)cc1
    -2	-3	1	-8	3	6	2	-1.2	3	0.6
> OC1(c2cccnc2)CC2CCC(C1)N2Cc1nnnn1Cc1ccccc1 (stereo not drawn)
    -2	1	-8	2	-2	-1	-23	-2.5	-5	-1.0
> CN(C)c1ccc(C2C3C=CC(C3)C2(C#N)C(=O)O)c(Br)c1 (stereo not drawn)
    -3	0	-13	-1	nt	-7	-15	-3.0	4	0.2
> Cc1ccc(OP(=O)(O)Oc2ccc(C)cc2)cc1
    2	1	7	3	9	5	-22	0.2	-1	0.3
> C#CCOC(=O)C1=CCCN(C)C1
    0	3	-7	4	1	8	10	0.4	-7	-1.6
> Oc1ccc(Br)cc1CN1CCN(c2ccccc2)CC1
    -3	-6	1	nt	-21	-1	-9	-1.9	4	2.0
> CC(=O)NC1CC2CCC(C1)N2 (stereo not drawn)
    1	2	-17	-1	-7	1	-2	0.9	-5	-0.8
> COc1ccc(C(=O)C2CCCN(Cc3ccon3)C2)cc1OC (stereo not drawn)
    1	0	-4	nt	-1	-5	-1	-4.0	-3	-1.0
> CC1=CC(O)C(O)C2(C)C1CC1OC(=O)CC3C(C)C(O)C(=O)C2C13CO (stereo not drawn)
    -1	0	2	8	12	-7	2	-0.4	-3	7.4
> Clc1ccc(CCNCc2ccncc2)c(Cl)c1
    -1	-1	-10	0	-7	0	-5	-1.1	4	0.9
> Cc1ccccc1NC(=O)COC(=O)c1cc(C)n(C2CC2)c1C
    -4	-1	4	3	-20	1	2	-0.9	-3	-2.7
> CC(C)CC12CN3CCN(CC(C3)/C1=N/O)C2
    0	-3	1	nt	-4	2	-13	-1.3	0	2.6

Look-ups from above.
Result for CN1CC(C(=O)c2cccs2)C(c2ccc(Cl)cc2)C1 (stereo not drawn) in CAL PDZ FP-2: -1.2
Result for COc1ccc(C(=O)C2CCCN(Cc3ccon3)C2)cc1OC (stereo not drawn) in Keap1-Nrf2 PPI: -3
Result for CC1=CC(O)C(O)C2(C)C1CC1OC(=O)CC3C(C)C(O)C(=O)C2C13CO (stereo not drawn) in cardiac RTF act: -7
Result for OC1(c2cccnc2)CC2CCC(C1)N2Cc1nnnn1Cc1ccccc1 (stereo not drawn) in Keap1-Nrf2 PPI: -5
Result for O=C(COc1ccccc1)N1CCN(CC2CC=CCC2)CC1 (stereo not drawn) in PKA-R2B act: -8

Reprinted at random: 2 compounds from above
Each structure is followed by: CAL PDZ FP-1	DAGLB inhibitor	PKA-R2B act	Rtt109 Vps75	SR-BI uptake up	cardiac RTF act	Cardiac RTF inh	CAL PDZ FP-2	Keap1-Nrf2 PPI	LANA DNA inh
> COc1ccc(C(=O)C2CCCN(Cc3ccon3)C2)cc1OC (stereo not drawn)
    1	0	-4	nt	-1	-5	-1	-4.0	-3	-1.0
> Cc1ccccc1NC(=O)COC(=O)c1cc(C)n(C2CC2)c1C
    -4	-1	4	3	-20	1	2	-0.9	-3	-2.7

(cont.)
Each structure is followed by: CAL PDZ FP-1	DAGLB inhibitor	PKA-R2B act	Rtt109 Vps75	SR-BI uptake up	cardiac RTF act	Cardiac RTF inh	CAL PDZ FP-2	Keap1-Nrf2 PPI	LANA DNA inh
> O=C(Cn1ncc2ccsc2c1=O)N1CCC2(CC1)OCCO2
    nt	2	-10	-6	-16	9	-6	-1.4	4	15
> O=C(CCN1C(=O)COc2ccccc21)N1CCC2(CC1)OCCO2
    -5	2	-3	1	39	4	-4	-0.5	1	-0.7
> O=C(Cc1ccccc1)N1CCN(Cc2cccnc2)CC1
    2	4	8	nt	-5	-3	-2	-0.4	1	-0.2
> CN(C)C(=O)Oc1ccc(OCc2nc3ccccc3[nH]2)cc1
    -5	1	-2	4	19	-3	3	-0.7	-6	-0.6

Not all compounds are listed; rates above refer to the full screens.
